Rab9 prom act: qHTS Assay for Rab9 Promoter Activators | Potency, µM (top dose mostly 9.22 µM), without a hit: at the top dose activation, negative = inhibition, hits mostly activators | 320,000 tested, 2.8% active | Huh7 Rab9 promoter-luciferase reporter, luminescence, 24 h | AID 485297, 2010; note: potency is the fitted concentration of half-maximal effect; % of control where 0% means no effect; nearly all actives have a fitted effect of over 60% in size
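Luciferase signal after 10 min detection reagent at ambient indicates Rab9 promoter upregulation; stably transfected Huh7 cells were treated 24 h with compound in DMSO at 37 °C, 5% CO2.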
Coupling enz: qHTS Assay for Inhibitors of Fructose-1,6-bisphosphate Aldolase from Giardia Lamblia: Coupling assay counterscreen. coupling enzyme system counterscreen, AmpLite Red fluorescence. activity change, negative = inhibition, % at 58.2 µM, hits read low. 290,000 tested, 0.67% active; in the data active = activity change below about -30%; note: % is set by controls: 0 for no effect and ±100 for the full control effect
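Coupling enzymes only (glyceraldehyde-3-phosphate) + compound, at 57.5 uM final, 10 min RT; add substrate/coupling/AmpLite Red mix, 20 min RT; fluorescence ex 525/em 598 nm. Actives flag coupling-system interference.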
Tb PFK inh: qHTS Assay to Find Inhibitors of T. brucei phosphofructokinase. ATP-dependent 6-phosphofructokinase (Trypanosoma brucei brucei), O15648. 330,000 tested, 0.17% active. T. brucei PFK, ADP-Glo luminescence. Potency, µM (series often up to 57.5 µM), for inactives: top-dose activity, negative = inhibition, hits mostly inhibitors;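 note: potency is the fitted concentration of half-maximal effect; 0% = uninhibited 1x PFK enzyme wells and -100% = no-enzyme wells; nearly all actives have a fitted effect of over 60% in size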
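1.25 nM PFK with 0.5 mM F6P and 0.1 mM ATP in 0.1 M TEA pH 8.0, 5 mM MgCl2, incubated 45 min at room temperature; ADP measured by ADP-Glo luminescence; compounds titrated up to 57 uM.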
VP16 counter: VP16 counterscreen qHTS for inhibitors of ROR gamma transcriptional activity | Drosophila S2 Gal4-VP16 UAS-luciferase, luminescence, 20 h | Potency, µM (series often up to 53.6 µM), without a hit: top-dose activity, negative = inhibition, actives largely listed as inhibitors | 310,000 tested, 3.5% active | AID 2546, 2010;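 note: Gal4-VP16 expression switched on by copper sulfate through the metallothionein promoter; potency is the fitted concentration of half-maximal effect; % is set by controls: 0 for no effect and ±100 for the full control effect; nearly all actives have a fitted effect of over 50% in size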
ELG1 genotoxic: qHTS screen for small molecules that induce genotoxicity in human embryonic kidney (HEK293T) cells expressing luciferase-tagged ELG1. HEK293T ELG1-luciferase reporter, luminescence, 16 h. Potency, µM (titrated, usually from 46 µM), without a hit: at the top dose activity change, positive = activation, most hits filed as activators. 330,000 tested, 1.3% active; note: potency is the fitted concentration of half-maximal effect; % of control where 0% means no effect; nearly all actives have a fitted effect of over 60% in size
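DMSO vehicle served as control against compound-treated ELG1-luciferase HEK293T cells; exposure lasted 16 hr at 37 °C and 5% CO2, followed by ONE-Glo luminescence detection after 30 min.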
Giardia killer: Small Molecules that selectively kill Giardia lamblia: qHTS. Giardia lamblia trophozoite viability. activity change, % at 7.66 µM, hits read low. 340,000 tested, 0.15% active; in the data active = activity change below about -80%; inconclusive = between about -30% and that limit;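 note: parasites exposed to compound for two days anaerobically before the ATP read; % is set by controls: 0 for no effect and ±100 for the full control effect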
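Luminescent ATP signal served as the viability read-out, measured 15-30 min after adding ATP detection reagent to trophozoites that had been incubated with compounds for 48 hrs at 37 deg C anaerobically at 100 cells/well.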
KCNH2 3.1 block: qHTS for Inhibitors of KCHN2 3.1: Mutant qHTS; U2OS KCNH2 3.1, thallium flux FluxOr; hits give low values; activity change, % (tested at about 1.8 µM); 340,000 tested, 0.95% active;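 active = maximum activity change below -70%; inconclusive = maximum activity change from -70% to -50%; inactive = maximum activity change above -50%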;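 note: thallium influx rate constant from kinetic fluorescence after stimulation buffer; % is set by controls: 0 for no effect and ±100 for the full control effect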
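Measured as rate of thallium-driven FluxOr signal in transduced U2OS cells carrying the 3.1 channel, read kinetically for 2 min upon stimulation; values are rate constants scaled to DMSO control wells.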
uPA generation: qHTS for Inhibitors of Cell Surface uPA Generation; cell surface uPA generation assay, qHTS; Potency, µM (series often up to 38.3 µM), without a hit: top-dose activity change, negative = inhibition, hits mostly inhibitors; 330,000 tested, 0.31% active; AID 540303, 2011; active = well fitted inhibition curve with a large enough effect; inconclusive = small, poorly fitted or top-dose-only effect; inactive = no such curve, though single readings can be large or run the other way; tested in mouse RAW 264.7 cells; note: potency is the fitted concentration of half-maximal effect; % is set by controls: 0 for no effect and ±100 for the full control effect; nearly all actives have a fitted effect of over 55% in size
RORg inh: qHTS for inhibitors of ROR gamma transcriptional activity; Nuclear receptor ROR-gamma (Mus musculus), P51450; Drosophila S2 Gal4-RORgamma UAS-luciferase reporter, 20 h; Potency, µM (top dose mostly 53.6 µM), inactives show at the top dose activity change, negative = inhibition, actives largely listed as inhibitors; 310,000 tested, 5.4% active; AID 2551, 2010; note: potency is the fitted concentration of half-maximal effect; % is set by controls: 0 for no effect and ±100 for the full control effect; nearly all actives have a fitted effect of over 60% in size
Target sequence (P51450 whole entry, looked up, the tested form may be a part): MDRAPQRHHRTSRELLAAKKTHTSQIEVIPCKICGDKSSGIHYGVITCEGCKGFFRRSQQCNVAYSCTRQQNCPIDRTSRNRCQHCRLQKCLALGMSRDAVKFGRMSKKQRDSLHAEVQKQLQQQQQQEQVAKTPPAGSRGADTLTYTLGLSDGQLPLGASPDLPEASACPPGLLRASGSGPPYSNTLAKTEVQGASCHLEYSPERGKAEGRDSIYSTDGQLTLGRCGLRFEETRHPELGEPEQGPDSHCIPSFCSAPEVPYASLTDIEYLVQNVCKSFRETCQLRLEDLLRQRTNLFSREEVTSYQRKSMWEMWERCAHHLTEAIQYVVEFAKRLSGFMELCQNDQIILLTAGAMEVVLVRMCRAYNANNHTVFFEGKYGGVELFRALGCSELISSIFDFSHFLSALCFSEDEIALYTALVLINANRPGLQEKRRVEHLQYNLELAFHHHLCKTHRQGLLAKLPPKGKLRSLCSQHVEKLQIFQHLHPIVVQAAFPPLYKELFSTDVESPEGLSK
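Drosophila Schneider cells stably carrying a metallothionein-driven Gal4 DBD–ROR gamma fusion and a UAS-Photinus luciferase reporter were exposed to compound for 1 hr, then induced with copper sulfate (700 uM final) for 20 hr at ambient temperature before luminescence reading.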
FLuc modulator: qHTS profiling assay for firefly luciferase inhibitor/activator using purifed enzyme and Km concentrations of substrates (counterscreen for miR-21 project) | purified FLuc, Km substrates, luminescence inhibition | Potency, µM (titrated, usually from 57.5 µM), for the others: at the highest dose activity change, negative = inhibition, hits mostly inhibitors | 360,000 tested, 6.9% active;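 note: potency is the fitted concentration of half-maximal effect; plate controls were vehicle for no effect and reference inhibitor for full effect; nearly all actives have a fitted effect of over 55% in size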
Target sequence (P08659 whole entry, looked up): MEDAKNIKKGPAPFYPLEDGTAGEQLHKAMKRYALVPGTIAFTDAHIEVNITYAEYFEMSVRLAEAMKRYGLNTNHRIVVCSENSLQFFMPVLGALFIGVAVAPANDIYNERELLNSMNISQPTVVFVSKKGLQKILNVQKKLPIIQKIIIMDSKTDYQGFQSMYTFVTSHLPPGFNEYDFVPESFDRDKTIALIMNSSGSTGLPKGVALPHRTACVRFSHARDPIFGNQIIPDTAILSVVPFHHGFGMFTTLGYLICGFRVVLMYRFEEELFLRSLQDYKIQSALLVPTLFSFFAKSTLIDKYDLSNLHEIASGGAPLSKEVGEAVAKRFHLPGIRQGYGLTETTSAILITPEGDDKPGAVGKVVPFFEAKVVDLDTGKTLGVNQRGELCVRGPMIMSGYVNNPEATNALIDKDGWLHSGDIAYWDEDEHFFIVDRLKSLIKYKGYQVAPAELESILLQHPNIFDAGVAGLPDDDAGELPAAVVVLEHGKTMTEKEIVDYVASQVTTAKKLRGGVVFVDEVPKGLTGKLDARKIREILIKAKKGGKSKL
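Biochemical qHTS of compounds, final roughly 60 µM downward over six points, against 10 nM purified firefly luciferase using Km concentrations of substrates (10 uM D-luciferin, 10 uM ATP) in Tris acetate pH 7.5 buffer; luminescence output.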
NPC1 prom act: qHTS Assay for NPC1 Promoter Activators; Huh7 NPC1 promoter luciferase reporter, 24 h; AID 485313, 2010; 320,000 tested, 2.4% active; Potency, µM (doses to about 9.22 µM), for the others: at the highest dose activation, actives largely listed as activators;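 note: potency is the fitted concentration of half-maximal effect; % of control where 0% means no effect; nearly all actives have a fitted effect of over 60% in size; reporter is driven by a mutant NPC1 promoter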
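Huh7 reporter cells (NPC1 promoter driving luciferase) are dosed with compound for 24 h at 37 °C, 5% CO2; luciferase detection reagent is then added and luminescence measured after 10 min at ambient temperature.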
Numbers without * were called inactive; u = inconclusive; x = not tested or not shown; & = joins results of further samples; [ ] = dose if it differs, or a comment. Unless noted, calls come from the whole dose curve; as a rule, active = well fitted curve in the direction sought with a large enough effect; inconclusive = small, poorly fitted or top-dose-only effect, or another doubt; inactive = no such curve, though single readings can be large; an effect the other way counts as inactive or inconclusive. Outcome played no part in choosing rows. About 14% of those tested had a hit in this group.

SMILES	Rab9 prom act	Coupling enz	Tb PFK inh	VP16 counter	ELG1 genotoxic	Giardia killer	KCNH2 3.1 block	uPA generation	RORg inh	FLuc modulator	NPC1 prom act
Cc1ccsc1C(=O)OCC(=O)c1ccc[nH]1	2.8µM*	x	-5%	x	u	8	0	2%	x	13µM*	u
O=C(N/C(=C/c1ccco1)C(=O)N1CCCCC1)c1cccs1	2%	0	-8%	19%	1%	8	10	x	-4%	-1%	1%
Cc1cc(C)c(S(=O)(=O)c2ccccc2C(C)C)c(=O)[nH]1	-7%	3	0%	-2%	-3%	-21	13	-2%	-17%	-16%	-3%
Cc1[nH]c(=O)[nH]c(=O)c1S(=O)(=O)N1CCN(c2cccc(Cl)c2)CC1	2%	1	-3%	-3%	1%	-4	9	-4%	-2%[10 µM]	-2%&-14%	9%
CSc1ccccc1NC(=O)CN(C)CC(=O)Nc1cc(C)ccc1C	0%	3	-2%	-20%	-3%	-4	-76*	5%	u	3%	1%
COc1ccc(S(=O)(=O)N2CCCC(C(=O)N3CCOCC3)C2)cc1C (stereo not given)	-7%	0	-1%	-1%	-2%	26	-16	-5%	1%	1%	2%
Cc1cc(C)nc(SCc2ccc(C(=O)N/N=C/c3cccc(O)c3O)cc2)n1	-7%	-27	-1%	1.6µM*	u	-12	0	-18%	1.4µM*	u	-8%
COc1ccccc1Sc1ccccc1/C=N/NC(N)=O	-8%	-3	2%	16%	u	-13	1	1%	-30%	6%	-3%
COc1ccccc1Nc1nc(NCCC(C)C)nc(N)c1[N+](=O)[O-]	-1%	-3	16%	1%	-3%	23	11	14%	-19%	6%	-3%
COCC1CCN(C(=O)c2cc(COc3cccc4cnccc34)on2)CC1	-29%	x	0%	13µM*	-25%	3	-7	-3%	23%	1%	-19%
COc1ccccc1-c1coc2c(CN3CCCCC3C)c(O)ccc2c1=O (stereo not given)	-1%	1	-1%	0%	-7%	16	-4	0%	-26%[1.91 µM]	7%	-3%
Cc1cc(N)nc(SCC(=O)N2C(C)CCCC2C)n1 (stereo not given)	u	3	-5%	-7%	6%	11	18	1%	2%	-3%	13%
CCCN1CCc2c(sc(NC(=O)Cc3ccc(F)cc3)c2C(N)=O)C1	-3%	0	-1%	-1%	0%	-30	-4	-2%	-22%	2%	-8%
O=C(CCNC(=O)Cn1ccc2ccccc2c1=O)NCCN1CCc2ccccc2C1	-4%[1.84 µM]	-1	8%	-3%	-4%	-26	22	6%	-10%	-1%	0%
N/C(=N\OC(=O)COc1ccccc1)c1ccncc1	21%	1	2%	2%	u	-2	15	6%	4%	u	17%
COc1ccc(-c2cc(C(F)(F)F)n3nc(C(=O)NCc4ccco4)c(Cl)c3n2)cc1	0%	1	0%	-1%	5%	-2	-2	1%	-5%	-1%	-2%
CCOC(=O)C1C(C#N)=C(N)OC(C)=C1c1ccncc1 (stereo not given)	-7%	-2	-4%	-1%	4%	11	35	-1%	-5%	1%	-3%
O=C(O)c1cc(C(=O)O)c(-c2ccccc2)c(C(=O)O)c1	0%	0	3%	-4%	-1%	4	-3	1%	1%	-1%	-1%
CCN(CC)CCCNC(=O)Cn1cc2c(n1)CCC(C)C2 (stereo not given)	-2%	-3	0%	13%	1%	5	-2	-17%	-19%	-1%	0%
C=CCO/N=C/C1C(=O)CC(C)(C)CC1=O	-5%	4	-3%	u	4%	15	3	-4%	u	-1%	0%
O=c1c(-c2cccc([N+](=O)[O-])c2)[n+]([O-])c2ccccc2n1O	1%	-1	-1%	-1%	-5%	u	21	-2%	-12%	-1%	1%
Cc1cc(C)c(C)c(OCC(=O)O/N=C(\N)c2ccccn2)c1	-4%	-2	5%	24%	0%	7	-17	-5%	30%	-9%	0%
COC(=O)CSc1nnc(-c2ccc(NS(=O)(=O)c3ccccc3)cc2)o1	1%	3	1%	-7%	-4%	-17	-6	-3%	-4%	0%	-2%
O=C(O)c1ccc(CNC(=O)c2ccc3c(c2)C(=O)N(Cc2cccnc2)C3=O)cc1	1%	x	9%	-18%	7%	11	-8	0%	-6%	-2%	-6%
COc1ccc(Cl)cc1N1C(=O)C2CCCN2C1c1ccc(F)cc1 (stereo not given)	-2%	1	-1%	-4%	-7%	u	20	-3%	9%	0%	-1%
CCOC(=O)C1=C(Nc2ccc(C)cc2)CC(C)(O)C(C(=O)OCC)C1c1ccccc1 (stereo not given)	-1%	3	1%	11%	-5%	-1	0	3%	23%	0%	-2%
CCn1cc(C(=O)NCc2cccnc2)c2cc(OC)c(OC)cc2c1=O	-3%	-3	-5%	x	-3%	10	-4	2%	4%[0.365 µM]	1%	-7%
NC(=O)c1cc2cc(Cl)ccc2o/c1=N/NC(=O)c1cccs1	28%	1	12%	23%	6%	4	4	2%	4%	0%	16%
CN(C)C(=O)/C(=C\c1cccc(Oc2ccccc2)c1)NC(=O)c1ccccc1	-10%	4	4%	-8%	-3%	-6	-5	-2%	15%	4%	-1%
C(=C\n1nnc2ccccc21)/c1ccc[nH]1	u	x	-28%	x	u	-4	-6	-3%	x	u	16%
C=CCc1ccccc1OCCn1ccnc1	3%	2	0%	x	-10%	3	-6	2%	-10%[0.365 µM]	2%	-1%
Fc1ccc(CSc2nnc(CN3CCOCC3)n2-c2ccccc2)c(Cl)c1	-1%	0	-2%	-5%	-2%	-2	11	2%	-6%	3%	-2%
CCOC(=O)N1CCN(C(=O)C2CCN(S(=O)(=O)CC)CC2)CC1	9%	1	-3%	-5%	3%	-17	6	6%	-6%	4%	0%
COC(=O)c1ccc(/C=C(\C#N)c2nc3ccccc3s2)cc1	6%	4	4%	-10%	7%	-8	-43	2%	11%	u	6%
COCCCNC(=O)CCNS(=O)(=O)c1ccc(C)cc1	20%	4	-6%	-5%	0%	-15	-9	x	-12%	-1%	-3%
CC(NC(=S)Nc1ccccc1)C1COc2ccccc2O1 (stereo not given)	-1%	0	-3%	5µM*	-3%	2	-20	-2%	6.3µM*	-1%	-1%
Cc1ccc(NS(=O)(=O)c2cccc(C(=O)Nc3c(C)n(C)n(-c4ccccc4)c3=O)c2)cc1	-1%	2	3%	10%	-6%	18	-5	3%	15%	2%	-3%
Cc1c(S(=O)(=O)c2ccccn2)c(N)n(Cc2ccccc2)c1C	-2%	0	-2%	-13%	-3%	8	-7	3%	-14%	1%	0%
O=C(NCc1ccccn1)c1cc(-c2ccncc2)nc2ccccc12	-5%	x	0%	x	-9%	3	-8	-14%	x	-2%	9%
CC(C)(C)NC(=O)NC(=O)COC(=O)CNS(=O)(=O)c1ccc(Br)cc1Cl	2%	-2	-4%	1%	3%	18	0	13%	18%	4%	-3%
COc1ccccc1NC(=O)COC(=O)[C@@H]1CCCN1C(=O)c1cccs1	-5%	0	3%	11%	1%	-10	0	3%	0%	3%	1%
c1ccc2c(c1)CC(N1CCCCC1)c1ccccc1N2 (stereo not given)	-5%	2	2%	1%	0%	-8	15	4%	-34%	11%	-3%
CCOc1ccccc1C(=O)NC(CO)C(=O)O (stereo not given)	-2%	4	3%	1%	2%	9	3	-5%	7%	8%	0%
COc1ccc(CNC(=O)c2sc3nc4c(c(C(F)(F)F)c3c2N)CCC4)cc1OC	-5%	0	-3%	-2%	4%	19	-19	-4%	u	21µM*	0%
COc1ccc(CCNC(=O)CSc2nc3c(c(=O)n(C)c(=O)n3C)n2C(C)C)cc1OC	0%	2	6%	-2%	-3%	-13	-2	6%	2%	1%	-1%
Cn1c(SCCC#N)nnc1-c1ccc(F)cc1	0%	3	-3%	4%	0%	x	x	x	-27%	-1%	-4%
CC(=O)Nc1nc(-c2ccccc2)c(-c2ccccc2)o1	-12%	0	-4%	u	1%	4	-5	1%	13µM*	-11%	1%
O=C(Nc1cccc(Cl)c1N1CCCC1)c1ccc([N+](=O)[O-])o1	-9%	0	2%	14%	-7%	-10	-8	-3%	-15%	3%	-6%
NNC(=S)Nc1cccc(Cl)c1	-3%	2	0%	u	1%	-2	-16	4%	7.9µM*	-3%	1%
CCCCn1c(N)c(N(CCC(C)C)C(=O)C2CCN(C(=O)c3ccccc3C)CC2)c(=O)[nH]c1=O	0%	x	5%	x	-2%	4	-1	3%	x	9%	-7%
